Shiga toxin inh = A qHTS for Small Molecule Inhibitors of Shiga Toxin; inhibition, % at 38.7 µM; Vero cells, Shiga toxin protein synthesis inhibition reporter; actives 9.2% (n = 290,000); AID 2315, 2010; in the data active means inhibition mostly above about 28%, no sharp cut-off; inactive means mostly below about 43%; further: 0% is about no effect
HCMV inh = qHTS Assay for inhibitors of the human cytomegalovirus (HCMV) | HFF cells, HCMV-luciferase reporter, 72 h; hits give low values | activity change, negative = inhibition, % at 57.5 µM | actives 4.5% (n = 410,000) | AID 1259415, 2018; in the data active means activity change below about -60%; inconclusive means no clear call, values can overlap the other calls; inactive means above about -39%; further: on the % scale 0 is the no-effect control and ±100 the full control effect
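Cell-based, HFFs, 1000 cells/well, 16 h 37C; cpds in DMSO + HCMV-luc, MOI 1 PFU/cell; 72 h 37C; OneGlo luminescence after 5 min RT; norm. to buffer vs Salinomycin 10uM.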
AMA1 RON2 block = qHTS for Inhibitors of AMA1-RON; Towards Development of Antimalarial Drug Lead: Primary Screen; AID 720542, 2013; actives 0.2% (n = 360,000); Plasmodium falciparum AMA1 (3D7) - RON2 peptide interaction; AlphaScreen AMA1-biotinylated RON2 peptide binding; Potency, µM (highest dose often 58.2 µM), inactives show at the highest dose activity change, negative = inhibition, actives largely listed as inhibitors;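 further: potency means the concentration at half of the fitted maximal effect; 0% = vehicle wells and -100% = peptide control; nearly all actives have a fitted effect of over 45% in size; some results filed as inactive show a strong effect at the top dose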
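AMA1 (3D7) with his tag at 25 nM final met compounds first, then biotinylated RON2 peptide at 25 nM; detection used donor plus acceptor beads, 10 µg/mL apiece, read by AlphaScreen after 30 min at room temperature.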
CHX counter = Cycloheximide Counterscreen for Small Molecule Inhibitors of Shiga Toxin; AID 2314, 2010; cell reporter, cycloheximide protein synthesis inhibition counterscreen; actives 12% (n = 300,000); max response, %; in the data active means max response mostly above about 13%, no sharp cut-off; inactive means mostly below about 14%; further: read at 38.3 µM for the half of the compounds with a filed dose; 0% is about no effect
AmpC inh detg = qHTS Inhibitors of AmpC Beta-Lactamase (assay with detergent); P00811; AmpC hydrolysis of nitrocefin, absorbance 480 nm, 0.01% Triton; Potency, µM (titrated, usually from 114 µM), for inactives: at the highest dose activity change, negative = inhibition, actives largely listed as inhibitors; actives 0.041% (n = 370,000);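 further: potency means the concentration at half of the fitted maximal effect; 0% = no-compound wells and -100% = no-enzyme wells; nearly all actives have a fitted effect of over 25% in size; some results filed as inactive show a strong effect at the top dose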
Target sequence (P00811 whole entry, looked up): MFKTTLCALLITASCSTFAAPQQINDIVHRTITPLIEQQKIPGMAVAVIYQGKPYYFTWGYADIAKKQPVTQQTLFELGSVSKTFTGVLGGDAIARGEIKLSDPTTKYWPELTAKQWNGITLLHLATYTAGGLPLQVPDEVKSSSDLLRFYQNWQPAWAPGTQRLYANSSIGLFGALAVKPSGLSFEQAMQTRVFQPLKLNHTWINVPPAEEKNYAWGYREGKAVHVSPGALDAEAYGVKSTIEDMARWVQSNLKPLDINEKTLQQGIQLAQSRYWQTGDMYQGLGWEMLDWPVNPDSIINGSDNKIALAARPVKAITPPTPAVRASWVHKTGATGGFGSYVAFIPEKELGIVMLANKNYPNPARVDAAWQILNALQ
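20 mM phosphate pH 7.0 + 0.01% (detergent screen) or 0.0001% Triton X-100; 5.3 nM AmpC reagent; cpd preinc 15 min RT; nitrocefin (800 uM stock) to start; A480 q20 s × 4 min; Activity was normalised to no-enzyme and no-compound control wells.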
AmpC no deterg = qHTS Inhibitors of AmpC Beta-Lactamase (assay without detergent); P00811; AmpC nitrocefin hydrolysis, absorbance 480 nm, 0.0001% Triton; Potency, µM (top dose mostly 57.1 µM), inactives show top-dose activity change, negative = inhibition, hits mostly inhibitors; actives 0.52% (n = 330,000); AID 485341, 2010;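 further: potency means the concentration at half of the fitted maximal effect; plate controls were no compound for no effect and no enzyme for full effect; nearly all actives have a fitted effect of over 20% in size; some results filed as inactive show a strong effect at the top dose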
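AmpC (5.3 nM in the dispensed reagent) in 20 mM phosphate pH 7.0 with 0.01% (detergent screen) or 0.0001% Triton X-100 was preincubated with compounds for 15 min at room temperature. Nitrocefin was then added from an 800 uM solution, and hydrolysis was followed at 480 nm.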
FBPA Giardia inh = qHTS Assay for Inhibitors of Fructose-1,6-bisphosphate Aldolase from Giardia Lamblia | A8B2U2 | purified Giardia FBPA | Potency, µM (doses to about 59.6 µM), for inactives: top-dose activity, negative = inhibition, hits mostly inhibitors | actives 0.71% (n = 290,000) | AID 2451, 2010; further: potency means the concentration at half of the fitted maximal effect; on the % scale 0 is the no-effect control and ±100 the full control effect; nearly all actives have a fitted effect of over 55% in size
Target sequence (A8B2U2 whole entry, looked up): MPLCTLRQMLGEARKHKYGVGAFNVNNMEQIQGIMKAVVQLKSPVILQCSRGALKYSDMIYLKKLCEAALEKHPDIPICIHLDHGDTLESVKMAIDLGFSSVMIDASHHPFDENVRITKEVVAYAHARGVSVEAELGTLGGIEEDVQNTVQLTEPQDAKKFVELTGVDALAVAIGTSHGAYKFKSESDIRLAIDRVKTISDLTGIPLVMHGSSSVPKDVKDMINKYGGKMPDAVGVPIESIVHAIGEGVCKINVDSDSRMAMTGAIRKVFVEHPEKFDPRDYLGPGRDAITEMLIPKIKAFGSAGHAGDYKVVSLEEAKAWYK
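40 nM FBPA preincubated 10 min at RT with compound (up to 57.5 uM final), then substrate plus GAPDH/TPI/NAD/arsenate coupling and diaphorase/resazurin added. Fluorescence read after 20 min at RT, 525/598 nm.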
The depositor's hits bear a star; ? = inconclusive; · = not tested or not shown; [ ] = remark or other dose. Unless noted, the call rests on the fitted dose curve; in most records, active means well fitted curve in the direction sought with a large enough effect; inconclusive means small, poorly fitted or top-dose-only effect, or another doubt; inactive means no such curve, though single readings can be large; an effect the other way counts as inactive or inconclusive.

Key to letters – A = Shiga toxin inh; B = HCMV inh; C = AMA1 RON2 block; D = CHX counter; E = AmpC inh detg; F = AmpC no deterg; G = FBPA Giardia inh
> Cc1cc([N+](=O)[O-])nn1Cc1noc(C(=O)NCc2ccc3c(c2)OCO3)n1
  A: -5 | B: -33 | C: 2% | D: 0 | E: 3% | F: -8% | G: 5%

> CCN(CC(=O)Nc1ccccc1C(F)(F)F)C(=O)C1CCN(C(=O)Nc2ccccc2)CC1
  A: · | B: 94 | C: -4% | D: · | E: -2% | F: -17% | G: ·

> Cc1cccn2c(=O)c3cc(C(=O)NCC4CCCO4)c(=N)n(Cc4ccc(F)cc4)c3nc12 (stereo not given)
  A: -2 | B: -29 | C: -5% | D: -2 | E: 1% | F: 1% | G: ·

> O=S(=O)(NC1c2cccc3cccc(c23)C1Sc1ncccn1)c1ccccc1 (stereo not given)
  A: -14 | B: -35 | C: -5% | D: -3 | E: -10% | F: -10% | G: 3%

> O=C1c2ccccc2C(=O)c2cc(S(=O)(=O)Nc3cccc4cccnc34)ccc21
  A: 17 | B: · | C: · | D: 7 | E: · | F: · | G: ?

> COc1cccc(NC(=O)CSc2nc(C3CC3)nc3ccccc23)c1
  A: -7 | B: -8 | C: 21% | D: -1 | E: -7% | F: -7% | G: -8%

> O=C(NC1CCCCC1)c1ccccc1NC(=O)C1CC1
  A: -8 | B: 70 | C: 7% | D: 5 | E: -2% | F: -25% | G: 4%

> COc1ccc(-c2nnc3sc(CCN4C(=O)c5ccccc5C4=O)nn23)cc1
  A: -9 | B: 27 | C: 14% | D: -4 | E: -14% | F: 18% | G: -2%

> COc1ccc2c(N)c(C(=O)NN)[nH]c2c1
  A: 20 | B: 8 | C: 66%[activator] | D: -3 | E: -2% | F: -17% | G: -7%

> CC(C(=O)NCC1CCCO1)n1cc([N+](=O)[O-])cn1 (stereo not given)
  A: 2 | B: -38 | C: 2% | D: 1 | E: -11% | F: -9% | G: 3%

> Cc1ccc(S(=O)(=O)Cc2ccc(C(=O)N3CCc4ccccc4C3)o2)cc1
  A: -12 | B: -8 | C: -4% | D: -8 | E: ? | F: -3% | G: -3%

> COc1ccc(-n2cnc3cc(NC(=O)c4ccco4)ccc32)cc1
  A: -10 | B: · | C: -8% | D: 21 | E: 3% | F: -20% | G: 1%

> COc1ccc(F)cc1C(=O)C1CCCN(Cc2ccc(O)cc2)C1 (stereo not given)
  A: -8 | B: 48 | C: 0% | D: -1 | E: -6% | F: -12% | G: 4%

> O=C(Nc1nnc(-c2ccco2)o1)c1ccc(S(=O)(=O)N2CCCC2)cc1
  A: 30 | B: -36 | C: 75%[activator] | D: 7 | E: 7% | F: -24% | G: 5µM*

> COc1ccc(-n2c3c(cc(C(=O)Nc4cccc(C)n4)c2=O)C(=O)CC(C)(C)C3)cc1
  A: -13 | B: -24 | C: 5% | D: -3 | E: 4% | F: -1% | G: -3%

Overlap with the part before: 4 entries, followed by the next part.
Key to letters – A = Shiga toxin inh; B = HCMV inh; C = AMA1 RON2 block; D = CHX counter; E = AmpC inh detg; F = AmpC no deterg; G = FBPA Giardia inh
> COc1ccc(-n2cnc3cc(NC(=O)c4ccco4)ccc32)cc1
  A: -10 | B: · | C: -8% | D: 21 | E: 3% | F: -20% | G: 1%

> COc1ccc(F)cc1C(=O)C1CCCN(Cc2ccc(O)cc2)C1 (stereo not given)
  A: -8 | B: 48 | C: 0% | D: -1 | E: -6% | F: -12% | G: 4%

> O=C(Nc1nnc(-c2ccco2)o1)c1ccc(S(=O)(=O)N2CCCC2)cc1
  A: 30 | B: -36 | C: 75%[activator] | D: 7 | E: 7% | F: -24% | G: 5µM*

> COc1ccc(-n2c3c(cc(C(=O)Nc4cccc(C)n4)c2=O)C(=O)CC(C)(C)C3)cc1
  A: -13 | B: -24 | C: 5% | D: -3 | E: 4% | F: -1% | G: -3%

> C/C(CC(O)(/C=N/O)c1ccccc1)=N\O (stereo not given)
  A: -4 | B: -6 | C: 2% | D: -2 | E: ? | F: -25% | G: -2%

> O=C(COC(=O)c1ccco1)NCc1ccc(F)cc1
  A: -10 | B: 3 | C: -6% | D: -1 | E: -6% | F: -9% | G: 8%

> CCOC(=O)C(C#N)c1ccccn1 (stereo not given)
  A: 64 | B: 63 | C: 5% | D: 29* | E: ? | F: -44% | G: -5%

> CC(c1ccccc1)c1nnc(NC(=O)Nc2ccccc2)s1 (stereo not given)
  A: 0 | B: -21 | C: -2% | D: 2 | E: 3% | F: -33% | G: 13%

> COc1cc(C)c(N(C(C)=O)c2ccccc2)c(C)c1
  A: -7 | B: 5 | C: 5% | D: -3 | E: -8% | F: 9% | G: 2%

> O=[N+]([O-])c1ccc(NC(=S)NCc2ccc(F)cc2)cc1
  A: 1 | B: -99* | C: 14% | D: 2 | E: -6% | F: -54% | G: 6%

> COc1ccc(CCC(=O)Nc2ccc(S(=O)(=O)N3CCCC3)cc2)cc1OC
  A: · | B: 40 | C: -3% | D: · | E: -18% | F: -13% | G: ·

> CN(C)c1ccc(NC(=O)CN2C(=O)c3ccccc3C2=O)cc1
  A: · | B: 54 | C: -9% | D: -3 | E: ? | F: -13% | G: 16%

> Cn1c2ccccc2c(=O)c2ccc(C#Cc3ccccn3)cc21
  A: 10 | B: -1 | C: -14% | D: 2 | E: ? | F: -19% | G: -2%

> Cc1nc2ccccc2c(=O)n1NCc1cc(Br)cs1
  A: -1 | B: -28 | C: 14% | D: -3 | E: ? | F: -25% | G: -1%

> CCc1nnc(NC(=O)COc2ccc(N(C)S(=O)(=O)c3ccc(C)cc3)cc2)s1
  A: 23 | B: -102* | C: 10% | D: -2 | E: -4% | F: -16% | G: 0%

> COc1ccc(C)cc1-n1nnnc1SCC(=O)Nc1cc(C)on1
  A: 8 | B: 28 | C: -2% | D: -3 | E: 0% | F: -20% | G: 2%

> CCc1ccc(C(=O)COC(=O)CCc2nc3ccccc3c(=O)[nH]2)cc1
  A: -9 | B: 13 | C: 2%[2.32 µM] | D: -4 | E: -9% | F: -19% | G: 2%

> Cc1nccn1CC(=O)N/N=C/c1cccc(O)c1
  A: -11 | B: 1 | C: -5%[2.32 µM] | D: 0 | E: -19% | F: -13% | G: -1%

> Cc1c(C(=O)NCCSCc2ccc(Cl)cc2Cl)cccc1[N+](=O)[O-]
  A: 2 | B: -37 | C: -17% | D: 8 | E: -4% | F: -20% | G: -9%

> Cc1ccccc1/C=C/c1nc2ccccc2c(=O)[nH]1
  A: 84* | B: 67 | C: -13% | D: 45* | E: 2% | F: -19% | G: 0%

> COc1ccc(C2(c3ccc(OC)cc3)NC(=O)N(CC(=O)NC3CCCC3)C2=O)cc1
  A: · | B: -1 | C: 14% | D: · | E: -16% | F: -2% | G: ·

> COc1ccc(-n2cnc3sc4c(c3c2=O)CCCC4)cc1
  A: 72* | B: ? | C: -28% | D: 25 | E: -4% | F: 0% | G: 2%

> CCC(CC)c1nnc(NC(=O)C2CCCO2)s1 (stereo not given)
  A: 17 | B: 42 | C: 1% | D: 19* | E: 7% | F: -10% | G: -7%

> O=C1NC(c2ccccc2Cl)=N/C1=C/c1ccco1
  A: 61* | B: ? | C: -15% | D: 38* | E: -3% | F: -36% | G: -18%

> CN(C)S(=O)(=O)c1cccc(C(=O)Nc2ccc(Cl)cn2)c1
  A: 50* | B: -16 | C: 15% | D: 51* | E: ? | F: -3% | G: -3%

> O=C(NNc1ccccn1)c1ccccc1CC[N+](=O)[O-]
  A: 22 | B: 9 | C: 48%[activator] | D: 14* | E: 7% | F: -13% | G: -14%

> COC(=O)c1ccc(CN(C)S(=O)(=O)c2cccs2)cc1
  A: 76* | B: 25 | C: -25% | D: 56* | E: -11% | F: -16% | G: 3%

> CCCC(=O)NCc1ccc2c(c1)cc(C)n2C
  A: -15 | B: 11 | C: -3% | D: -6 | E: 1% | F: 34% | G: -24%

> CO/N=C(/CS(=O)(=O)Cc1ccccc1Cl)c1ccc(Cl)cc1Cl
  A: -9 | B: -20 | C: 1% | D: 1 | E: -3% | F: -24% | G: -2%

> CN(C(=O)c1cc(S(=O)(=O)N2CCCCC2)c[nH]1)C1CCCCC1
  A: -3 | B: -4 | C: 11% | D: 2 | E: -15% | F: 1% | G: 2%

> COc1ccc(S(=O)(=O)Nc2ccc(OCC(=O)O)cc2)c2ccccc12
  A: -4 | B: 19 | C: 5% | D: 1 | E: ? | F: -23% | G: 3%

> CCN(Cc1ccccc1)S(=O)(=O)c1ccc2oc(C(=O)O)c(C)c2c1
  A: -3 | B: 121 | C: -1% | D: 14 | E: -10% | F: -20% | G: 21%

> COc1cc(Cc2cc(N)nc(N)n2)cc(OC)c1OC
  A: -6 | B: 6 | C: -8% | D: -3 | E: 0% | F: -18% | G: -3%

> Cc1cc(C)cc(NC(=S)N2CCN(c3ccccn3)CC2)c1
  A: 5 | B: -23 | C: -1% | D: -1 | E: 1% | F: -3% | G: -1%

> O=C(c1ccccc1)N(Cc1ccco1)C1CCS(=O)(=O)C1 (stereo not given)
  A: -27 | B: 23 | C: -8% | D: -3 | E: -3% | F: -5% | G: 0%

> COC(=O)c1ccc(C(=O)OC)c(NC(=O)c2cccnc2)c1
  A: · | B: · | C: -12% | D: 2 | E: -10% | F: -11% | G: 5%

> Cc1cc(C)cc(NS(=O)(=O)c2ccc(NC(=S)NC(=O)c3ccc(Br)o3)cc2)c1
  A: -2 | B: -76* | C: 13% | D: 17 | E: -5% | F: -32% | G: -24%

> CCOc1ccc(-n2cnc3sc4c(c3c2=O)CCCC4)cc1
  A: 22 | B: ? | C: 6% | D: 12 | E: 2% | F: -9% | G: -1%

> COc1ccc(NC(=O)c2ccc(Cl)cc2)c[n+]1[O-]
  A: -1 | B: -30 | C: 0% | D: -1 | E: 4% | F: -12% | G: 0%

> COc1ccc(S(=O)(=O)NCC2CCCN(C(=O)C3CCCC3)C2)cc1 (stereo not given)
  A: -22 | B: 2 | C: -4% | D: -2 | E: 3% | F: 17% | G: 1%

> CCOc1ccccc1NC(=O)CS(=O)(=O)c1cn(CC(=O)N2CCOCC2)c2ccccc12
  A: -11 | B: 8 | C: -2% | D: 1 | E: ? | F: 85%[activator] | G: ·

> Cc1ccc(S(=O)(=O)N(C)C)cc1NC(=O)COC(=O)c1sc2cc(Cl)ccc2c1Cl
  A: -3 | B: -4 | C: 7% | D: -4 | E: 3% | F: -21% | G: 0%

> CCCOc1ccc(/C(CC)=N/NC(=O)C2(C)CC2(Br)Br)cc1 (stereo not given)
  A: 6 | B: 29 | C: 14% | D: -1 | E: -10% | F: -16% | G: 2%

Assay outcomes: PubChem, National Center for Advancing Translational Sciences (NCATS)
